LDHA block – qHTS assay for inhibitors of human lactate dehydrogenase | purified LDHA, NADH/diaphorase-resazurin fluorescence; stronger effect = lower value | L-lactate dehydrogenase A chain (Homo sapiens), P00338 | hit rate 0.15% among 480,000 | activity change, % (values are at about 110 or 230 µM) | AID 1347041, 2019; in the data active means activity change below about -30%; inconclusive means mostly about -25% to -30%;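 further: plate controls were DMSO wells for no effect and wells without enzyme for full effect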
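LDH5 2 nM; NADH 0.06 mM, pyruvate 0.2 mM; 200 mM Tris pH 7.4, EDTA, Tween-20; 5 min RT. Detection: diaphorase 0.133 mg/mL + resazurin 37 µM, fluorescence ex540/em590 at 0 and 20 min; normalized to enzyme-free and DMSO wells.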
An asterisk follows results filed as active; ? = inconclusive.

SMILES	LDHA block
O=C(Nc1ccc2oc(-c3cccnc3)nc2c1)c1ccccc1I	6.9
CCCNC(=O)c1cc(C)c(CC)s1	-16.1
Brc1cccc(-c2noc(/C=C/c3ccccc3)n2)c1	-0.2
O=S(=O)(Cc1ccc(Cl)cc1)c1nc2ccccc2nc1NC1CCCC1	0.0
Cc1c(CC(=O)NC[C@@H](C)O)c(=O)oc2cc(O)c(Cl)cc12	1.9
CC(C)c1ccccc1NC(=O)COC(=O)CCc1nc2ccccc2s1	-5.1
CCCCCCc1ccc(/C(C)=C/C(=O)O)cc1	-1.5
O=C(NCCc1coc(-c2ccc(F)cc2)n1)Nc1ccc(Cl)cc1	7.4
CCNC(=O)NC(=O)CSc1nc(-c2ccco2)nc2ccccc12	-14.1
CNC(=O)NC(=O)C(C)N(C)CCCCc1ccccc1 (configuration not stated)	3.2
CC(=O)c1ccc(OCCCCN2CCCC2)cc1	12.4
CCCc1nc(SC)ncc1C(=O)Nc1ccc(Cl)cc1C	-0.8
O=C(Cn1c(-c2ccccc2)cc2ccccc21)N1CCCCC1	-2.9
Cc1cc(C)c(-n2nnnc2SCC(=O)NCCc2ccccc2)c(C)c1	5.5
CC(=O)N1CCC(C(=O)NCc2ccccc2)(N(C(=O)c2ccc(C)cc2)c2cccc(C)c2)CC1	10.1
O=C1c2ccccc2-c2cc(NCc3ccccc3)nc3cccc1c23	3.2
CCSc1nnc(-c2nn(C)c3c2CN(S(=O)(=O)c2ccc(OC)cc2)CC3)n1C	-2.8
O=C(O)CN1CCOCC1	-1.0
Nc1nc(Nc2cc(F)cc(F)c2)nc(NC2CCCC2)n1	-1.4
Nc1nccnc1C(=O)NCCc1cccc2cccnc12	1.2

7 entries already listed, ordered by SMILES length, falling:
SMILES	LDHA block
CC(=O)N1CCC(C(=O)NCc2ccccc2)(N(C(=O)c2ccc(C)cc2)c2cccc(C)c2)CC1	10.1
Cc1c(CC(=O)NC[C@@H](C)O)c(=O)oc2cc(O)c(Cl)cc12	1.9
CC(C)c1ccccc1NC(=O)COC(=O)CCc1nc2ccccc2s1	-5.1
CCNC(=O)NC(=O)CSc1nc(-c2ccco2)nc2ccccc12	-14.1
O=C(Nc1ccc2oc(-c3cccnc3)nc2c1)c1ccccc1I	6.9
CC(=O)c1ccc(OCCCCN2CCCC2)cc1	12.4
O=C(O)CN1CCOCC1	-1.0

Continuation:
SMILES	LDHA block
CC(NC(=O)NC(C(N)=O)C(N)=O)c1ccccc1C(F)(F)F (configuration not stated)	0.2
CCC(C)c1ccc(NC(=O)CC(C)C)cc1 (configuration not stated)	-2.6
CCOc1cc2ccccc2cc1C(=O)N1CCN(CC(=O)Nc2cccc(F)c2)CC1	6.4
CN(CC(=O)NCc1nc(-c2ccccc2)no1)S(=O)(=O)c1cc(Cl)ccc1Cl	1.6
CC1CCC2(C1)N=C(Nc1nc3ccccc3o1)NC1=C2C(=O)CCC1 (configuration not stated)	-1.6
CCC(=O)N1CCN(c2oc(/C=C/c3ccccc3)nc2C#N)CC1	-4.1
O=C(Nc1nc(C23CC4CC(CC(C4)C2)C3)cs1)C1CCC1	4.8
COc1ccc(CN(C)CC(=O)N2c3ccccc3NC(=O)CC2C)cc1F (configuration not stated)	-1.1
O=C(Nc1ccccc1)N(Cc1cccs1)c1ccccn1	?
Cn1c(SCC(=O)Nc2ccc(C(=O)O)cc2)nnc1-c1ccc(Cl)cc1Cl	-9.6
O=C(/C=C/c1ccccc1)O/N=C1\CCCc2oc3c(c21)CCCC3	7.6
COc1ccc2c(C)c(CC(=O)Nc3ccc4c(c3)OCCO4)c(=O)oc2c1C	-6.3
Cc1ccccc1-c1nccc2ccccc12	3.0
CCC1CCC(c2ccc(C(=O)CCN(C)C)cc2)CC1 (configuration not stated)	0.5
COCc1nn2c(=O)c(NC(=O)c3ccccc3Cl)cnc2s1	-11.0
CN1CCN(c2ccc3cc(S(=O)(=O)N4CCCC4)ccc3n2)CC1	12.1
CCOC(=O)C1=CN(Cc2ccc(Cl)cc2)C=C(C(=O)OCC)C1c1cccc(O)c1	4.3
Cc1cc(C)c(S(=O)(=O)N(CC(=O)O)Cc2ccc(Cl)cc2)c(C)c1	4.6
COc1cccc(C(O)c2nccn2Cc2ccccc2)c1 (configuration not stated)	6.5
COc1ccc(-c2c(C#N)c(N)nc3c2CN(C)CC3)c(OC)c1	-10.5
O=C1c2ccccc2S(=O)(=O)N1Cc1nc(-c2cc(F)ccc2F)cs1	0.3
N#Cc1cnc2ccc(Cl)cc2c1Nc1cccc(C(F)(F)F)c1	15.7
Clc1ccc(CCC2CCNCC2)cc1	6.7
CCNC(=O)CN(CC)C(=O)c1cc2ccccc2oc1=O	9.5
CCOc1ccc(NC(=O)C(c2ccccc2)c2ccccc2)c2cccnc12	9.4
Cc1cccc(OCC(=O)Nc2ccc3oc(-c4ccncc4)nc3c2)c1	-3.0
CC(C)n1c(SCCCn2c(=O)c3c(ncn3C)n(C)c2=O)nc2ccccc21	-3.6
CCS(=O)(=O)N1CCc2cc(C(=O)CSc3ccc(Cl)cc3)ccc21	-1.5
COc1ccc(CNC(=O)c2ccccc2C(F)(F)F)cc1C(=O)O	-5.5
CCc1cccc(CC)c1NC(=O)c1ccccc1SC	-1.6
C=CCNCc1ccccc1F	9.0
CCONC(=O)C(C)NC(=O)OCc1ccccc1 (configuration not stated)	1.4
O=C(CCC1CCCCC1)NCC1CCCO1 (configuration not stated)	3.3
CC(C)NC(=S)N/N=C/c1ccc([N+](=O)[O-])cc1	9.6
CCOC(=O)C(NC(=O)c1cccc(C)c1)C(F)(F)F (configuration not stated)	6.5
CC(C)Oc1ccccc1C(C)NC(=O)Cc1c[nH]c2ccccc12 (configuration not stated)	-4.5
O=C(CSc1nc2ccccc2o1)OCC(=O)c1ccccc1	-3.9
O=C(CSc1nnc(Cc2ccccc2)o1)Nc1ccc(F)cc1	3.5
O=C(Nc1cccc2cccnc12)c1cc(Cl)cc(Cl)c1	-11.6
COc1cc(C(=O)N2CCC(CC(=O)NCCN3CCCCCC3)CC2)cc(OC)c1OC	-4.6
CCCCc1ccc(-c2ccccc2)nc1	0.9
CCC1CN(C(=O)Cn2cnc3sccc3c2=O)CCO1 (configuration not stated)	-16.2
C=CCNC(=O)NC(=O)CN(C)Cc1cccc(C#N)c1	-10.6
N#Cc1c(SCC(=O)c2ccccc2)nsc1SCC(=O)c1ccccc1	-2.9
CCCCCn1nc(C(=O)N(CC)Cc2nc3ccccc3c(=O)[nH]2)c2ccccc2c1=O	-3.7
O=C(COc1ccc2c(=O)c(-c3ccccc3)coc2c1)OC1CCCCC1	0.6
CCOc1cccc2cc(C(=O)Nc3c(CC)cccc3CC)c(=O)oc12	-13.4
O=C(NC1CCCC1)C(=O)c1ccc2c(c1)CCC2	12.3
CCOC(=O)c1ccc(NC(=O)NCc2nc(-c3ccccc3)oc2C)cc1	10.2
CN(Cc1ccc(C(F)(F)F)cc1)C(=O)NCc1ccco1	5.8

Continued:
SMILES	LDHA block
Cc1cccc(-n2c(Cc3cc(=O)[nH]c(=O)[nH]3)nnc2SCC(=O)c2ccccc2)c1	-3.3
C/C(=N/NC(=O)c1cccs1)c1ccc(Br)cc1	-2.1
CC1CCC/C(=C(\C#N)C(N)=S)C1 (configuration not stated)	0.8
COc1ccc(C(=O)COC(=O)c2ccc3c(c2)OCCO3)cc1	-3.1
CCc1ccc(CN(C(=O)c2nc(S(C)(=O)=O)ncc2Cl)C2CCS(=O)(=O)C2)cc1 (configuration not stated)	11.1
COCCn1cnnc1SC(C)C(=O)c1cccc(Cl)c1 (configuration not stated)	-9.9
CCOC(=O)C1=C(C)Nc2nc(SCc3ccc(F)cc3)nn2C1c1cccs1 (configuration not stated)	0.5
Cc1cc(C)c(NC(=O)CNC(=O)c2cc3ccc(F)cc3nc2C)c(C)c1	12.8
O=[N+]([O-])c1c(-n2nnc3ccccc32)nn(-c2ccccc2)c1C(Cl)Cl	22.4
O=C(Cc1ccsc1)Nc1ccc(Br)cc1F	-0.5
COC(=O)c1ccc(COC(=O)c2ccc(Cl)cc2O)cc1	2.5
CCc1[nH]c2ccc(C(=O)O)cc2c1C	-1.2
CCc1ccc(-c2nc3c(c(=O)[nH]c(=O)n3Cc3ccccc3)n2CC2CCCO2)cc1 (configuration not stated)	-1.2
C/C=C/C=C/C(=O)NCc1cccs1	1.2
COC(=O)CNc1ccccc1	7.3
COc1cccc(C(=O)Nc2ccc3oc(-c4cccc(Cl)c4)nc3c2)c1	0.2
CCC(CC)NC(=O)c1cccc(OC)c1	-2.2
COc1ccc(N2CCN(S(=O)(=O)c3ccc4c(c3)CC(=O)N4)CC2)cc1	9.9
CC1(C)C(=O)N(CC(=O)NC2CCCc3ccccc32)c2ccccc21 (configuration not stated)	-0.6
NC(=O)COc1ccc(Cl)cc1Br	-0.2
Cc1ccc2c(=O)cc(C(=O)NCC(c3ccco3)N3CCOCC3)oc2c1C (configuration not stated)	?
O=S(=O)(Nc1ccccc1-c1n[nH]c(C2CC2)n1)c1cc(Cl)ccc1Cl	14.8
COc1cc(-c2nc3ccc(Cl)cn3c2Nc2ccccc2)cc(OC)c1O	12.5
Cc1cc(NC(=O)CN2CCN(C(=O)c3c(F)cccc3F)CC2)no1	0.6
O=C(CN1CCN(C(=O)c2cc(-c3ccc(Cl)cc3)nc3ccccc23)CC1)N1CCOCC1	8.7
O=C1CCCC2=C1C(c1ccc(Cl)cc1)C1=C(CCCC1=O)O2	1.4
Cc1ccc(NS(=O)(=O)c2ccc3c(c2)N(C)CCO3)cc1C	10.5
CCC(=O)Nc1cccc(-c2nc3cc(OC)ccc3o2)c1	-13.9
CC(C)(C)NC(=O)CN1CCCN(C(=O)C2CCN(c3nc4ccccc4o3)CC2)CC1	3.7
COc1cc(C(=O)Nc2ncccc2C)cc(Cl)c1OCC(C)C	-3.2
COc1ccc(/C=C(/C#N)C(=O)c2c[nH]c3cc(F)ccc23)cc1	-3.1
Cc1cc(Br)ccc1NC(=O)c1nc2ccccc2nc1N1CCN(C)CC1	0.0
COc1ccc2[nH]c(=O)c(CN(C)S(=O)(=O)c3ccc(C)cc3)cc2c1	-0.6
Cc1nn(-c2cc(N3CCN(C(=O)C(C)(C)C)CC3)ccc2[N+](=O)[O-])c(=O)c2ccccc12	1.4
Cc1cc(NC(=O)NCC(c2ccco2)N2CCCCC2)no1 (configuration not stated)	0.7
Cc1ccc(-c2cc(C(F)(F)F)on2)cc1S(=O)(=O)NCc1ccc(F)cc1	0.1
CSc1ccc(/C=C2\SC(=Nc3ccccc3)N(c3ccccc3)C2=O)cc1	1.4
Nc1ccc(/C=C/C(=O)c2ccc(Cl)cc2)cc1	5.5
CNC(=S)NNC(=O)c1ccc(Br)s1	-4.8
COc1ccc(OC)c(NC(=O)c2cc3c(OC)cccc3[nH]2)c1	4.3

Two records drawn at random from the list so far, as already listed:
SMILES	LDHA block
Nc1ccc(/C=C/C(=O)c2ccc(Cl)cc2)cc1	5.5
COc1ccc(OC)c(NC(=O)c2cc3c(OC)cccc3[nH]2)c1	4.3

Next entries.
SMILES	LDHA block
CC(=O)c1c(C)[nH]c(C(=O)C(C)OC(=O)c2ccc(Cl)cc2F)c1C (configuration not stated)	11.4
O=C(CC1(O)C(=O)N(CN2CCOCC2)c2ccccc21)c1ccc2c(c1)CCCC2 (configuration not stated)	0.1
CC(C)=C(/C(=C/CS(=O)(=O)c1ccc(C)cc1)S(=O)(=O)c1ccccc1)S(=O)(=O)c1ccccc1	6.9
NS(=O)(=O)c1ccc(NC(=O)CN2CCCC2c2ccc(F)cc2)cc1 (configuration not stated)	-4.4
Cc1ccc(NC(=O)CN2C(=O)N/C(=C\c3cccn3-c3ccc(-c4nn[nH]n4)cc3)C2=O)cc1	-15.4
CCOC(=O)C1CCN(c2nc3ccccc3nc2C(C#N)C(=O)NCc2ccccc2)CC1 (configuration not stated)	1.0
C/C(=N/O)c1ccc2c(c1)CCC(=O)N2	32.2
COc1ccc2cnn(CC(=O)Nc3cc(F)cc(F)c3)c(=O)c2c1OC	5.1
Oc1ccc(-n2nnnc2SCc2cc(Cl)c3c(c2)OCCO3)cc1	2.1
CSC1=N/C(=C\c2cc(C(C)(C)C)c(O)c(C(C)(C)C)c2)C(=O)S1	6.0

Of the compounds above, three have a nitro group on carbon:
SMILES	LDHA block
CC(C)NC(=S)N/N=C/c1ccc([N+](=O)[O-])cc1	9.6
O=[N+]([O-])c1c(-n2nnc3ccccc32)nn(-c2ccccc2)c1C(Cl)Cl	22.4
Cc1nn(-c2cc(N3CCN(C(=O)C(C)(C)C)CC3)ccc2[N+](=O)[O-])c(=O)c2ccccc12	1.4

Next part:
SMILES	LDHA block
O=C(O)/C=C/c1cc(Cl)cc(Cl)c1	-14.0
COC(=O)c1c(C)[nH]c(C(=O)NCCc2ccc(Cl)cc2)c1C	-3.5
CN(CC(=O)NC(=O)NC1CCCC1)CC(=O)Nc1ccc(Cl)c(C(F)(F)F)c1	-0.3
CCn1c(C)c(C(C)=O)c2cc(OCC(O)CN3CCOCC3)ccc21 (configuration not stated)	6.2
COCc1ccc(C(=O)NCc2ccco2)cc1	-1.9
Cc1cc(OCC(=O)N2CCCCC2CCN2CCCC2)ccc1Cl (configuration not stated)	1.4
COc1cccc(-c2c(NC(=O)c3ccc([N+](=O)[O-])cc3)oc3ccccc3c2=O)c1	-10.2
O=C(Nc1ccc(I)cc1C(F)(F)F)c1cc(Cl)ccc1Cl	10.5
COC(=O)C1=C(C(=O)c2ccc(C)cc2)C(c2ccc(OC)cc2)n2nnnc2N1 (configuration not stated)	13.9
O=C(/C=C/c1ccc(Oc2ccccc2)cc1)c1ccc(N2CCOCC2)cc1	-7.3
CCCCn1c(Br)nc2c(=O)n(C)c(=O)n(C)c21	-20.3
Cn1c(CN2CCN(c3ccccc3NC(=O)c3ccccc3)CC2)nc2ccccc21	-1.4
CCn1c(SC(C)C(=O)c2ccc(Br)cc2)n[nH]c1=O (configuration not stated)	-11.8

From PubChem BioAssay

An excerpt (hit frequency here may not be typical).
